Compound activity (PubChem BioAssay)
All columns: NCI-60 one-dose screen, growth in % after 48 h at 10 µM unless noted; 100 = growth as untreated, 0 = no growth, -100 = all killed.
PC-3: PC-3 prostate cancer cells | 3.9% of 80,000 active
SF-539: SF-539 CNS cancer; 6.8% of 81,000 active; AID 1794752
TK-10: TK-10 renal cancer cells | 3.9% of 81,000 active | AID 1794769
786-0: 786-0 renal cancer cells | 5.1% of 81,000 active
SF-295: SF-295 CNS cancer cells; 5.6% of 79,000 active
SN12C: SN12C renal cancer cells. 3.8% of 81,000 active. AID 1794767
U251: U251 CNS tumor cells; 5.4% of 80,000 active; AID 1794753
UO-31: UO-31 renal cancer; 5.2% of 81,000 active; AID 1794768
DU-145: DU-145 prostate cancer | AID 1794760 | 4.2% of 81,000 active
Numbers without * were called inactive; nt = not tested or not shown; & = joins results of further samples; [ ] = another dose, or the depositor's remark. Rule for the calls: active = growth percent below 10; inactive = the rest. Rows were taken by chance; any-hit rate near 10%.

SMILES	PC-3	SF-539	TK-10	786-0	SF-295	SN12C	U251	UO-31	DU-145
C#CCC1(c2ccco2)NS(=O)(=O)c2ccccc21 (stereo not drawn)	79	95	93	95	98	102	107	86	112
N#C/C(=C\c1ccc(-c2cccc(Cl)c2)o1)C(=O)Nc1ncc(Cc2ccc(Cl)cc2)s1	40	57	70	37	45	36	17	24	56
COc1cc(C(=C2O[C@@H]([C@H](O)CO)[C@H]3OC(C)(C)O[C@@H]23)c2cc(OC)c(OC)c(OC)c2)cc(OC)c1OC	94	104	114	94	106	94	100	88	97
CCOC(=O)Cn1c(=O)cc(N)n1S(=O)(=O)c1ccccc1	98	91	95	100	99	102	104	84	110
COc1ccc(-c2cc(-c3cc(OC)ccc3OC)nc(SCc3ccccc3)c2C#N)cc1	91	98	105	108	101	97	96	97	104
CC(C)OC(=S)Nc1ccccc1	98	91	94	101	100	107	100	86	101
Cn1ncc2c(N(CCO)CCO)ncnc21	77	100	94	88	99	103	99	97	101
Nc1n[nH]c(CC(=O)NCCc2ccccc2)n1	102	113	96	98	107	101	108	85	122
COc1cc2c(cc1OC)C1(NCC2)C(=O)N(Cc2ccc(Br)cc2)c2ccccc21 (stereo not drawn)	48	104	103	89	94	87	84	84	97
C=CCc1cc(OC)c(OC)c(OC)c1	100	114	104	108	113	99	102	105	102
O=C(CCCCCCCC(=O)Nc1cccc(C2=NCCN2)c1)Nc1cccc(C2=NCCN2)c1	106	97	103	103	97	99	101	85	104
N#Cc1cnc2nc1NCCCCCCC2	99	98	114	102	112	105	98	84	108
CCCCOCCOCCN	96	108	110	102	97	99	101	94	108
Cc1nc(Nc2nc3ccccc3s2)[nH]c(=O)c1CCO	83	102	121	106	108	107	97	70	106
O=C(NC(=S)n1oc(=O)c2ccccc21)c1ccccc1	95	100	111	109	102	99	96	75	106
CCCNCCC(C)=O	97	114	101	110	97	102	69	92	122
CC(C)(C)c1cc(-n2c(-c3cc4ccccc4[nH]c3=O)nc3cc(C(=O)N4CCOCC4)ccc32)n[nH]1	95	98	101	98	88	103	91	90	108
COc1cc(/C=C/C(=O)c2ccc(F)cc2)ccc1Oc1nc(Nc2ccc(F)cc2)nc(N(C)C)n1	64	77	99	71	53	60	9.7*	47	78
C=C(C[C@@](O)(C(=O)Oc1ccccc1)C(=O)C1CCCCC1)c1ccccc1	84	98	98	99	100	98	96	84	110
CCNC(=O)Nc1ccc(OC2CCNCC2)c(NC(=O)c2[nH]c(C)c(Cl)c2Cl)c1	96	83	100	99	109	97	91	80	116
N#CC1=C(O)C(=O)/C(=C(\O)c2ccccc2)C1c1ccccc1 (stereo not drawn)	96	116	119	102	115	92	104	75	128
Cc1ccc(C)c(O)c1	94	98	140	94	108	95	102	84	120
COc1ccc(-c2nc(SCC(C)C)nc(N/N=C(/C)c3ccc(OC)c(OC)c3)c2C#N)cc1	53	81	101	97	93	76	90	54	88
CC(C)N(C(=S)SSC(=S)N(C(C)C)C(C)C)C(C)C	86	108	100	101	101	101	95	80	109
CNC(=S)NNC(=O)Cn1nc(-c2ccccc2)ccc1=O	100	99	108	97	100	127	116	86	110
CN(C)C(=O)Nc1nc2cc(Cl)c(Cl)cc2[nH]1	19	-25*	31	-66*	10.0*	51	26	20	4.6*
CCN(CC)CCNc1ccc(CO)c2oc3ccccc3c(=O)c12	90	103	101	94	99	91	93	86	119
CCCCOC(=O)N1CCCCC1C (stereo not drawn)	88	99	106	98	116	102	104	82	105
Cc1cc(O)c(C(C)C)cc1NC(=O)Nc1ccc(Br)cc1	87	112	102	105	108	104	96	84	102
Nc1cccc([N+](=O)[O-])c1N	79	104	117	nt	91	90	93	69	121

As a short view, 16 of the compounds above.
SMILES	PC-3	SF-539	TK-10	786-0	SF-295	SN12C	U251	UO-31	DU-145
O=C(NC(=S)n1oc(=O)c2ccccc21)c1ccccc1	95	100	111	109	102	99	96	75	106
CCCNCCC(C)=O	97	114	101	110	97	102	69	92	122
CC(C)(C)c1cc(-n2c(-c3cc4ccccc4[nH]c3=O)nc3cc(C(=O)N4CCOCC4)ccc32)n[nH]1	95	98	101	98	88	103	91	90	108
COc1cc(/C=C/C(=O)c2ccc(F)cc2)ccc1Oc1nc(Nc2ccc(F)cc2)nc(N(C)C)n1	64	77	99	71	53	60	9.7*	47	78
C=C(C[C@@](O)(C(=O)Oc1ccccc1)C(=O)C1CCCCC1)c1ccccc1	84	98	98	99	100	98	96	84	110
CCNC(=O)Nc1ccc(OC2CCNCC2)c(NC(=O)c2[nH]c(C)c(Cl)c2Cl)c1	96	83	100	99	109	97	91	80	116
N#CC1=C(O)C(=O)/C(=C(\O)c2ccccc2)C1c1ccccc1 (stereo not drawn)	96	116	119	102	115	92	104	75	128
Cc1ccc(C)c(O)c1	94	98	140	94	108	95	102	84	120
COc1ccc(-c2nc(SCC(C)C)nc(N/N=C(/C)c3ccc(OC)c(OC)c3)c2C#N)cc1	53	81	101	97	93	76	90	54	88
CC(C)N(C(=S)SSC(=S)N(C(C)C)C(C)C)C(C)C	86	108	100	101	101	101	95	80	109
CNC(=S)NNC(=O)Cn1nc(-c2ccccc2)ccc1=O	100	99	108	97	100	127	116	86	110
CN(C)C(=O)Nc1nc2cc(Cl)c(Cl)cc2[nH]1	19	-25*	31	-66*	10.0*	51	26	20	4.6*
CCN(CC)CCNc1ccc(CO)c2oc3ccccc3c(=O)c12	90	103	101	94	99	91	93	86	119
CCCCOC(=O)N1CCCCC1C (stereo not drawn)	88	99	106	98	116	102	104	82	105
Cc1cc(O)c(C(C)C)cc1NC(=O)Nc1ccc(Br)cc1	87	112	102	105	108	104	96	84	102
Nc1cccc([N+](=O)[O-])c1N	79	104	117	nt	91	90	93	69	121

(cont.)
SMILES	PC-3	SF-539	TK-10	786-0	SF-295	SN12C	U251	UO-31	DU-145
Cc1ccc(-c2nc(N3CCN(C(=O)Nc4ccc(Cl)c(C(F)(F)F)c4)CC3)c3ccccc3n2)cc1	50	87	94	81	78	75	80	54	87
COC1=CC(=O)c2c(O)c3c(c(O)c2C1=O)CC(C)(O)OC3 (stereo not drawn)	8.9*	-2.2*	66	34	5.4*	35	17	34	13
Cc1c(C2=NOC3C(=O)N(c4ccccc4)C(=O)C23)no[n+]1[O-] (stereo not drawn)	98	97	92	101	103	97	102	84	111
CCN1CCN(C(=S)SC(SC(=S)N2CCN(CC)CC2)C(=O)c2nnn(-c3ccc(Cl)cc3)c2C)CC1	84	95	127	111	107	90	102	81	97
CCC(=O)N1CCN(c2ccc(NC(=O)COc3ccc(Cl)c(C)c3)cc2)CC1	89	103	108	94	11	92	nt	80	103
CCCCCCCCNC=O	96	102	102	99	99	105	99	90	105
CC(=O)c1cc(C(=O)c2ccccc2)n2c(C)cccc12	90	84	113	104	88	86	101	63	107
c1ccc([P+](CCC[P+](c2ccccc2)(c2ccccc2)c2ccccc2)(c2ccccc2)c2ccccc2)cc1	38	88	82	93	73	78	40	82	87
Cc1cc(C)c2c(c1)OCN(Cc1ccccc1Cl)C2	102	101	104	103	nt	98	94	92	103
CS(=O)(=O)c1nccc(-c2c(-c3cccc(O)c3)nc3sccn23)n1	97	92	nt	77	103	91	92	67	91
O=C(Nc1nc2ccccc2[nH]1)C(=O)Nc1nc2ccccc2[nH]1	86	96	132	108	nt	95	96	70	114
CC(C)N1CN2C(=O)N(C)C3NC(=S)N(C1)C32 (stereo not drawn)	99	99	91	99	97	95	96	95	103
CCOC(=O)C1(C)C(=O)CC2c3nc4ccccc4cc3CN2C1=O (stereo not drawn)	91	100	115	104	97	101	102	81	112
C/C(=N\Nc1ccc2ccccc2n1)c1ccccn1	5.0*	-44*	15	6.9*	nt	17	4.2*	-39*	13
COC(=O)c1cc(Br)cc(Br)c1N	91	92	102	111	113	101	99	95	102
CCOC(=O)c1c(C)c2c(n1Cc1ccccc1)CSCC2=O	7.2*[100 µM]	-24*[100 µM]	11[100 µM]	-11*[100 µM]	3.1*[100 µM]	14[100 µM]	18[100 µM]	25[100 µM]	31[100 µM]
Cc1cn(C2CC(O)C(COC(c3ccccc3)(c3ccccc3)c3ccccc3)O2)c(=O)[nH]c1=O (stereo not drawn)	59	91	107	79	70	82	76	66	98
COc1ccc(-n2c(SCC(=O)Nc3ccc(S(=O)(=O)Nc4nccc(C)n4)cc3)nc3ccccc3c2=O)cc1	94	94	101	101	103	111	108	86	109
O=C(CN1CCN(c2cc(=O)[nH]c3ccc(F)cc23)CC1)Nc1nc(-c2ccccc2)cs1	95	99	103	90	101	93	103	76	92
COc1ccc(-c2oc3c(OC)c4c(c(OC)c3c2CC(=O)NC(C)C)OCO4)cc1	91	98	113	99	100	93	93	76	108
CCCCCCCn1cc2c(NCCc3cccc(Br)c3)ncnc2n1	74	88	102	91	85	85	86	56	85
OCC(O)CNCCNc1c2ccccc2nc2cc(Cl)ccc12 (stereo not drawn)	61	43	93	63	78	34	33	69	69
N#Cc1c(-c2ccccc2F)cc(-c2cccnc2)[nH]c1=O	111	99	118	100	103	99	105	80	107
COc1ccc(C(=S)N2CCN(c3ccccc3Cl)CC2)cc1OC	90	99	108	98	92	100	102	104	111
O=[N+]([O-])c1ccc(Cc2ccc([N+](=O)[O-])cc2)cc1	100	94	94	99	89	98	95	75	105
CCCC1OC(c2cc3c(cc2Cl)OCO3)OCC1CC (stereo not drawn)	103	101	106	113	117	101	97	84	115
Cn1c(=O)c2[nH]c(Cc3ccc(OCc4ccccc4)cc3)nc2n(C)c1=O	76	84	89	72	56	81	90	73	92
Cc1nc2ccccc2c(/C=C/c2ccc(F)cc2)c1C(=O)/C=C/c1ccccc1	30	1.1*	23	24	33	22	-7.2*	27	10
Cc1cnc(N)nc1-c1ccccc1	98&101	98&105	89&111	103&97	98&112	93&107	98&99	98&98	116&120
COc1cc2ccccc2oc1=O	92	102	108	94	109	95	97	86	103
CCOC(=O)c1c(C(F)(F)F)n([O-])c2ccc(OC)cc2[n+]1=O	-3.8*	49	50	42	-36*	23	27	nt	26
C=CC(=O)N[C@@H](CO)Cc1ccc(-c2cc(F)cc(C(N)=O)c2)cc1	95	94	95	92	93	92	93	85	112
COC(=O)c1cc(C)cc(O)c1C	108	104	111	99	97	97	112	89	112
C=C(C)[C@@H]1CC[C@]2(C(=O)NCCCN(CCC#N)CCC#N)CC[C@]3(C)[C@H](CC[C@@H]4[C@@]5(C)CCC(=O)C(C)(C)[C@@H]5CC[C@]43C)[C@@H]12	93&94	100&94	101&98	101&94	97&100	94&98	98&94	95&87	109&105
CCCc1ccc(O)c(OC)c1	101	101	92	93	103	95	101	84	109
C=CCN1C(=O)/C(=C/C(=O)OC)S/C1=N\Nc1ccc([N+](=O)[O-])cc1[N+](=O)[O-]	95	107	122	104	106	91	99	80	102
Fc1ccccc1CSc1ncnc2c1ncn2C1CCCCO1 (stereo not drawn)	93	92	99	79	97	104	102	97	101
Nc1nn2c(-c3cc4ccccc4oc3=O)ccnc2c1N=Nc1ccc(Cl)cc1	97	87	109	82	108	93	74	75	95
COCc1cccnc1	107	102	94	104	nt	104	98	84	108
Cc1ccc(NC(=O)CCCl)cc1Cl	87	92	93	90	95	87	74	80	109
C[C@H]1CC2C([C@@H](O)C[C@@]3(C)C2CC[C@]3(O)C(=O)COC(=O)CCC(=O)O)[C@@]2(C)C=CC(=O)C=C12 (stereo partly drawn)	88	92	131	112	104	nt	104	74	82
OCC(O)C1CCCCN1 (stereo not drawn)	99	93	114	103	84	103	102	90	102
Cc1ccc(-c2nn(CC(=O)N3CCCC3)c(N)c2C#N)cc1	96	99	106	97	100	94	97	78	104
CCn1cc(C(=O)O)c(=O)c2ccc(C)nc21	94	103	98	93	103	99	97	77	114

For convenience, part of the list above:
SMILES	PC-3	SF-539	TK-10	786-0	SF-295	SN12C	U251	UO-31	DU-145
OCC(O)C1CCCCN1 (stereo not drawn)	99	93	114	103	84	103	102	90	102
Cc1ccc(-c2nn(CC(=O)N3CCCC3)c(N)c2C#N)cc1	96	99	106	97	100	94	97	78	104
CCn1cc(C(=O)O)c(=O)c2ccc(C)nc21	94	103	98	93	103	99	97	77	114
